HEK293 tox: cytotoxicity in counter-screen for GLP-1R inverse agonists; HEK293 cAMP-luciferase reporter cells, luminescence, 24 h; Potency, µM (doses to about 38.3 µM), without a hit: at the top dose activity change, negative = inhibition, usual class: inhibitors; hit rate 0.13% among 410,000; AID 624418;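 note: loss of luciferase light is scored as toxicity; potency is the fitted concentration of half-maximal effect; % is set by controls: 0 for no effect and ±100 for the full control effect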
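Step one: seed cells (200 cells/uL, DMEM with 10% Nu serum, 1% pen-strep). Step two: 12-hour incubation at 37 deg C. Step three: pin 23 nL compound, incubate 24 hr. Step four: add luciferase reagent, read luminescence 12 min later.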
PLK1 PBD block: PLK1 (human) polo-box domain binding inhibition; P53350; Plk1 PBD binding of FITC phosphopeptide, fluorescence polarization; Potency, µM, inactives show max response, negative = inhibition, actives largely listed as inhibitors; hit rate 2.8% among 360,000; note: potency is the fitted concentration of half-maximal effect; series mostly up to about 57 µM; % is set by controls: 0 for no effect and ±100 for the full control effect; nearly all actives have a fitted effect of over 65% in size
IL-2 act: activates IL-2 in a cell-based reporter assay. activation, % (series mostly up to about 46 µM). IL-2 activation reporter assay, cell-based qHTS; stimulated with anti-CD3/CD4/CD28 beads; in transgenic mouse T cells. hit rate 0.065% among 360,000; in the data active = activation above about 50%; inconclusive = mostly about 30% to 49%; note: 0% is about no effect
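First, unstimulated transgenic mouse T cells were exposed to compound for 60 min. Next, anti-CD3/anti-CD4-coated beads with anti-CD28 were added. Finally, after 18 h at 37 degrees C, EGFP and DsRed were imaged.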
PI5P4Ka inh: PI5P4K alpha (human) kinase inhibition; max response, %; hit rate 1.2% among 330,000; PI5P4Kalpha enzyme, ADP-Glo luminescence, 60 min; stronger effect = lower value; active = max response of -50% or lower; inconclusive = between -30% and -50%; inactive = -30% or higher; note: value at the top dose of about 77 µM; % is set by controls: 0 for no effect and ±100 for the full control effect
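Luminescence from ADP-Glo served as readout of PI5P4Kalpha activity in a qHTS format. Reaction: enzyme, substrate, compound, ATP at 5 microM final, 60 min at RT.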
GLP1R ag: activates the human GLP-1 receptor; P43220; HEK293 GLP-1R CRE-luciferase, luminescence, 4-6 h; cells express a hypersensitive GLP-1R form; Potency, µM (series often up to 45.6 µM), for inactives: at the top dose activation, hits mostly activators; hit rate 0.007% among 380,000; AID 624172; note: potency is the fitted concentration of half-maximal effect; % of control where 0% means no effect
D3 ag: D3 dopamine receptor (human) agonism. P35462. D3R DiscoveRx beta-arrestin cells, luminescence, 90 min. max activation, %. hit rate 0.58% among 410,000. AID 652048; in the data active = max activation above about 30%; note: 0% is about no effect; mostly tested at two doses, the higher about 12 µM
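Cells at 1500/well, incubated overnight, then treated with pinned compounds (dopamine as control) for 90 min at 37 degrees C. DiscoveRx reagent added for 30 - 60 minutes at room temperature; luminescence read.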
DRD3 antagonist: blocks the human D3 dopamine receptor; AID 652054; D3R cells, DiscoveRx beta-arrestin luminescence, antagonist mode; stronger effect = lower value; hit rate 2.5% among 360,000; P35462; max response, negative = inhibition, %; in the data active = max response below about -50%; inconclusive = no clear call, values can overlap the other calls; note: % is set by controls: 0 for no effect and ±100 for the full control effect; mostly tested at two doses, the higher about 12 µM
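Cells plated overnight at 1500 cells/well, then exposed to library compounds with dopamine controls for 90 minutes at 37 degrees C. DiscoveRx reagent added for 30–60 minutes at room temperature; luminescence read, quantitative HTS format.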
GLP1R inv ag: inverse agonists of human GLP-1 receptor; P43220; HEK293 GLP-1R CRE-luciferase, luminescence, 24 h; GLP-1R form is constitutively active; Potency, µM (doses to about 38.3 µM), for the others: top-dose activity change, negative = inhibition, usual class: inhibitors; hit rate 1.6% among 410,000; note: potency is the fitted concentration of half-maximal effect; % is set by controls: 0 for no effect and ±100 for the full control effect; nearly all actives have a fitted effect of over 55% in size
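qHTS in 1536-well format: reporter HEK293 cells expressing constitutive GLP-1R activity in DMEM + 10% Nu serum, 24 hr with compounds at 37 deg C, luminescence read after 12 min with detection reagent.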
WRN inhibitor: blocks human WRN helicase; WRN helicase unwinding, fluorescent forked duplex, kinetic; AID 651768; hit rate 0.46% among 360,000; Potency, µM (top dose mostly 114 µM), without a hit: at the top dose activity change, negative = inhibition, usual class: inhibitors; note: potency is the fitted concentration of half-maximal effect; % is set by controls: 0 for no effect and ±100 for the full control effect; nearly all actives have a fitted effect of over 55% in size
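WRN at 20 nM final preincubated with compound 15 min at room temperature; reaction started with 100 nM fluorophore/quencher forked duplex oligonucleotide and 2 mM ATP final. Unwinding followed kinetically by red fluorescence (ex 525, em 598 nm).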
* = called active by the depositor; ? = inconclusive; / = no result given; & = joins results of further samples; [ ] = dose if it differs, or a comment. Unless noted, calls come from the whole dose curve; as a rule, active = well fitted curve in the direction sought with a large enough effect; inconclusive = small, poorly fitted or top-dose-only effect, or another doubt; inactive = no such curve, though single readings can be large; an effect the other way counts as inactive or inconclusive.

molecule	D3 ag	PLK1 PBD block	HEK293 tox	PI5P4Ka inh	DRD3 antagonist	GLP1R inv ag	WRN inhibitor	GLP1R ag	IL-2 act
O=C(O)C1CCN(c2ccc(S(=O)(=O)N3CCOCC3)cc2[N+](=O)[O-])CC1	-2	-7%	6%	2	-14	-9%	-6%	-1%	1.4
COc1ccc(CN2CCN(Cc3cccc4nonc34)CC2CCO)c(C)c1C (stereo not drawn)	-7	-4%	1%[0.307 µM]	-3	4	-2%[0.307 µM]	2%	-2%	0.0
CCC(=O)Nc1ccc(C(=O)N/N=C/c2ccc([N+](=O)[O-])cc2)cc1	2	-1%	1%	-3	7	7%	-2%	-10%	6.4
COc1ccc(OC)c(NC(=O)c2ccccc2N(C)S(=O)(=O)c2ccc(C)cc2)c1	7	-3%	7%	2	12	-27%	-4%	7%	-1.0
CCCCC(=O)O[C@]1(C(=O)CO)CC[C@H]2[C@@H]3CCC4=CC(=O)CC[C@]4(C)[C@H]3[C@@H](O)C[C@@]21C	16&2	-7%	3%	4	2	-21%	-3%	0%	-0.4
C=CCN(c1ccccc1)S(=O)(=O)c1cccc(C(=O)Nc2nc3ccccc3[nH]2)c1	4	-2%	6%	?	15	?	-30%	-3%	-0.7
COc1ccc(N2CCN(C(=O)c3cc4cc5ccc(Cl)cc5nc4o3)CC2)cc1	-6	/	-14%	/	/	9%	/	-5%	/
CCOc1ccc(/C(O)=C2\C(=O)C(=O)N(c3cc(C)on3)C2c2ccccc2OC)cc1 (stereo not drawn)	9	-6%	-25%	-7	14	0%	2%	-11%	1.0
CS(=O)(=O)c1ccc(Cl)c(NC(=O)COC(=O)CNC(=O)c2ccccc2)c1	0	-7%	9%[7.66 µM]	1	-2	6%[7.66 µM]	3%	3%	0.0
COc1ccccc1C(=O)N1CCN(Cc2cn[nH]c2-c2ccc(F)cc2F)CC1	2	-5%	2%	-3	8	0%	0%	1%	-3.0
CCOc1ccc(C2C(C#N)=C(N)N3C(=C2C#N)Sc2ccccc23)cc1 (stereo not drawn)	6	-18%	148%[activator]	/	8	0%	-6%	4%	13
Cc1ccc(NC(=O)C2CCN(S(=O)(=O)c3cccc4nonc34)CC2)cc1	-2	2%	-3%	2	24	13%	-3%[57.1 µM]	5%	-0.5
O=C(CSc1nnc(-c2ccccn2)n1Cc1ccccc1)N1CCCC1	0	0%	-6%	0	1	?	16%	0%	-1.0
O=C(CCC(=O)N1CCN(C2CCCC2)CC1)Nc1nnc(C(F)(F)F)s1	-10	-3%	-19%	6	-14	-2%	-2%	-12%	-0.7
CN(C)C(CNC(=S)Nc1cccc(Cl)c1)c1ccccc1 (stereo not drawn)	-33	-7%	2%	-1	-70*	?	0%	0%	-4.2
O=C1CC(C(F)(F)F)=NN1	33*	1%	4%	4	12	17%	1%	0%	1.8
NC(=O)C1CCN(C(=S)NCCc2ccccc2)CC1	5	-10%	3%[7.66 µM]	-5	8	0%[7.66 µM]	8%	0%	-0.5
COc1ccc(C(=O)COc2ccccc2C(=O)Nc2ccccc2)cc1	-8	-9%	3%	3	11	-22%	-13%	-6%	-5.2
COC(=O)[C@]12CCCCC=C1N(Cc1cccc3ccccc13)C(=O)[C@H](CC(=O)NCc1cccc3ccccc13)C2	2	6%	2%	13	-14	?	-8%	-2%	-0.6
O=C(CN1C(=O)c2cccc3cccc(c23)C1=O)NCCCO	1	-6%	-8%	-4	3	5%	5%	12%	0.1
CN1CCN(S(=O)(=O)c2ccc(NC(=O)Cc3ccc([N+](=O)[O-])cc3)cc2)CC1	-5	-4%	9%	3	-6	-14%	-19%	27%	-0.2
COc1cc(OC)c(C(=O)COc2ncnc3ccccc23)c(OC)c1	2	-10%	6%	2	0	-6%	-17%	2%	-1.4
O=C(O)CN1C(=O)C2C3CC(C2C1=O)C1C(c2ccccc2)c2sc(=O)[nH]c2SC31 (stereo not drawn)	7	?	44%[activator]	-5	14	0%	-7%	-8%	-0.2
CC1SC(C)C(=O)N(CC(=O)Nc2ccc([N+](=O)[O-])cc2)C1=O (stereo not drawn)	-1	-2%	-1%[7.66 µM]	3	-21	-6%[7.66 µM]	8%	-1%	0.4
NC(=O)c1ncn([C@@H]2O[C@H](CNCc3cccc(OC4CCCC4)c3)[C@@H](O)[C@H]2O)n1	20	-2%	-8%	4	-16	7%	3%	7%	0.0
Cc1ccc(CCNC(=O)CCS(=O)(=O)c2cc3c(cc2C)NC(=O)CO3)cc1	5&-7	2%	-5%&15%	7	3	7%&1%	1%	-2%	-1.3
CC1(c2ccc(OC(F)F)cc2)NC(=O)N(CC(=O)Nc2ccc(N3CCCCC3)cc2)C1=O (stereo not drawn)	4	-9%	-5%	-3	-9	?	-1%	6%	-7.4
CCN(CC)S(=O)(=O)c1cc([N+](=O)[O-])ccc1NNC(=O)Nc1ccc(Cl)c(Cl)c1	-7	-7%	?	-4	-84*	2.2µM*	-7%	-8%	-1.3
COc1ccccc1N1CCN(CCCNC(=O)C2CCCN(c3ncnc4c3nc3n4CCCCC3)C2)CC1 (stereo not drawn)	-20	4%	-9%	-4	-104*	-24%	1%	5%	-0.7
CC(=O)Nc1ccc(S(=O)(=O)NCC(=O)NCCCc2ccccc2)cc1	0	?	14%	-1	3	13%	0%	6%	-0.1
O=C(COC(=O)c1ccccc1-c1nc2ccccc2s1)Nc1ccccc1C(F)(F)F	0	-7%	-2%	8	11	3%	-19%[57.1 µM]	8%	-0.1
Cc1ccnc(NC(=O)C(C)n2cc([N+](=O)[O-])cn2)c1 (stereo not drawn)	2	6%	1%[7.66 µM]	-6	-12	3%[7.66 µM]	-6%	-2%	-0.9
CCCCSc1nc(C)c(C(C)=O)cc1C#N	-5	-1%	84%[activator]	13	-52*	1%	-5%	?	0.0
Cc1noc(C)c1CSc1nc2ccccc2n1C	-3	-6%	1%	-3	2	15%	3%	1%	-3.2
COc1cc(C(=O)OCC(=O)Nc2ccc(C)cc2)cc(OC)c1OC	-2	-12%	1%	-1	27	9%	5%	30%	-0.4
CN(Cc1ccccc1)S(=O)(=O)c1ccc2c(c1)NC(=O)CC(=O)N2	3	-5%	-9%	4	1	-11%	-13%	0%	-0.1
Cc1ccc(NC(=O)[C@@]2(CC(=O)O)CC(/C=C/c3ccccc3)=NO2)c(C)c1	1	9%	2%	0	11	19%	5%	-1%	-1.2
CC(C)C(NC(=O)c1ccccc1)C(=O)OCc1cc([N+](=O)[O-])cc2c1OCOC2 (stereo not drawn)	0	-3%	12%	8	10	?	-9%	8%	-1.8
COc1cccc(C(=O)NNC(=O)CCN2CCN(c3ccccc3)CC2)c1	9	2%	12%	10	?	-10%	-15%	-2%	0.4
O=C(NCc1ccncc1)c1ccc(NS(=O)(=O)c2cccc([N+](=O)[O-])c2)cc1	2	-2%	-18%	2	47	4%	10%	-1%	0.6
CCOc1ncccc1C(=O)OCC(=O)Nc1ncc(C(F)(F)F)cc1Cl	5	-4%	5%	-1	-8	-4%	-20%	-13%	-1.4
Cc1ccccc1CSCCNC(=O)CN(c1ccc2c(c1)OCO2)S(C)(=O)=O	-8	4%	7%	/	-7	5%	-9%	0%	-1.2
O=C(NCCCn1ccnc1)c1c(F)cccc1F	1	-6%	2%	-11	-1	?	10%	0%	-0.6
O=C(Nc1ccc(Br)cc1)c1cccc(NC(=O)C2C3CC4OC(=O)C2C4C3)c1 (stereo not drawn)	3	-3%	-6%	3	-3	0%	-6%	-6%	-1.4
COc1cc(N=c2ssnc2Cl)cc(OC)c1	-8	1.7µM*	0%	-79*	-71*	?	50µM*	-12%	-1.9
COc1ccccc1OCCSc1nc2ccccc2n1CC(=O)O	-4	-18%	6%	-12	-14	11%	9%	-4%	-1.3
COc1ccccc1OCc1ccc(C(=O)N2CCN3CCCC3C2)cc1 (stereo not drawn)	-12	-15%	-5%	-10	-8	-23%	3%	0%	1.4
COc1ccc(-c2cc3c(=O)n(CC(=O)NCc4ccc(F)cc4)ncn3n2)cc1	-9	-8%	-8%	0	-14	?	-1%	1%	-2.1
Cc1nc2c(-c3ccc(F)cc3)cnn2c(N)c1-c1ccccc1	-2	-2%	3%	37	-1	0.89µM*	-11%	-5%	-4.1
CCc1sc(C(=O)NCc2ccco2)cc1C	-3	-10%	-11%	-14	0	?	-10%	5%	-2.0
COC(=O)C1(C)CCCC2(C)c3cc(OC)ccc3C(=O)C(Br)C12 (stereo not drawn)	4	-5%	-24%	12	-2	?	4%	-6%	-3.7
CC(CN(C)Cc1ccccc1)OC(=O)C1COc2ccccc2O1 (stereo not drawn)	4	2%	15%	2	-16	-17%	-5%	-1%	-3.8

Individual results from the list.
`CCOc1ncccc1C(=O)OCC(=O)Nc1ncc(C(F)(F)F)cc1Cl` – WRN inhibitor = -20%
`COc1ccc(-c2cc3c(=O)n(CC(=O)NCc4ccc(F)cc4)ncn3n2)cc1` – D3 ag = -9

Source: PubChem (National Center for Advancing Translational Sciences (NCATS))
